ALOX12 inhib = inhibitors of human 12-lipoxygenase (ALOX12). 150,000 tested, 0.12% active. P18054. purified 12-hLO, xylenol orange hydroperoxide absorbance. AID 1452. Potency, µM (top dose mostly 57.1 µM), without a hit: at the top dose activity change, negative = inhibition, most hits filed as inhibitors; further: potency means the concentration at half of the fitted maximal effect; nearly all actives have a fitted effect of over 55% in size; many of its hits are not listed in these tables
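Hydroperoxide formation by human 12-lipoxygenase from 40 uM arachidonic acid was followed colorimetrically via ferric-xylenol orange complex, using the 573/405 nm absorbance ratio. Enzyme concentration was 150 nM, with 30 min reaction at room temperature.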
PNC inhibitor = inhibitors of perinucleolar compartment assembly; PC3M PTB-GFP, PNC prevalence imaging, 16 h; hits give low values; activity change (PNC), negative = inhibition, % at 10 µM; 140,000 tested, 3.1% active;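 active means readout at or below -70, meaning at least 70% loss of cells showing the perinucleolar compartment, a nuclear body marking cancer cells; inconclusive means readout between -30 and a set limit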;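 further: plate controls were DMSO wells for no effect and camptothecin positive control wells for full effect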
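PC3M cells stably expressing PTB-GFP, 750–1000 cells/well, treated 16 h at 37 °C with compound (23 nl of library stock), in duplicate. After paraformaldehyde fixation and Hoechst stain, imaged at 20x; PNC prevalence scored by image analysis.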
IMPase cell inh = membrane-permeable compound that blocks inositol monophosphatase; P97697; CHO-M1 cells, IP1 accumulation, HTRF TR-FRET ratio; inhibition (IP1 accumulation), % at 46.1 µM; 120,000 tested, under 10 active; active means well fitted curve in the direction sought with a large enough effect in the signal ratio, not every such curve was filed as active; inconclusive means small, poorly fitted or top-dose-only effect, or a change in a side signal; inactive means no such curve, though single readings can be large or run the other way; the % refers to the signal ratio;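 further: cells stimulated with carbachol in lithium chloride buffer; plate controls were DMSO basal wells for no effect and reference inhibitor wells for full effect; higher means more IMPase inhibition seen as more IP1 and lower FRET ratio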
Target sequence (P97697 whole entry, looked up): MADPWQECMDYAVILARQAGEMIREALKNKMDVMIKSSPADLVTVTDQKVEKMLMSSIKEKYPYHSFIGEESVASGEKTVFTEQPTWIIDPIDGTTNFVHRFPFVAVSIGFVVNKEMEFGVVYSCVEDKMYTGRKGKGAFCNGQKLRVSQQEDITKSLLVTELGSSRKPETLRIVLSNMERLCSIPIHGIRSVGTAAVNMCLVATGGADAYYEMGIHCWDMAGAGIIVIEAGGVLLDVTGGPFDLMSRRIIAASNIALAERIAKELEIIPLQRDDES
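Carbachol-driven Gq signalling in CHO-M1 cells (2000/well) generates IP1. Compounds that block IMPase raise IP1 and so reduce the FRET signal from Eu-anti-IP1 and d2-IP1 after a 10 min room-temperature lysis.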
ALOX15B inhib = blocks human 15-lipoxygenase 2 activity | O15296 | purified 15hLO-2, xylenol orange hydroperoxide absorbance | Potency, µM (titrated, usually from 57.1 µM), for inactives: top-dose activity change, negative = inhibition, most hits filed as inhibitors | 110,000 tested, 0.56% active; further: potency means the concentration at half of the fitted maximal effect; nearly all actives have a fitted effect of over 60% in size; many of its hits are not listed in these tables
Target sequence (O15296 whole entry, looked up): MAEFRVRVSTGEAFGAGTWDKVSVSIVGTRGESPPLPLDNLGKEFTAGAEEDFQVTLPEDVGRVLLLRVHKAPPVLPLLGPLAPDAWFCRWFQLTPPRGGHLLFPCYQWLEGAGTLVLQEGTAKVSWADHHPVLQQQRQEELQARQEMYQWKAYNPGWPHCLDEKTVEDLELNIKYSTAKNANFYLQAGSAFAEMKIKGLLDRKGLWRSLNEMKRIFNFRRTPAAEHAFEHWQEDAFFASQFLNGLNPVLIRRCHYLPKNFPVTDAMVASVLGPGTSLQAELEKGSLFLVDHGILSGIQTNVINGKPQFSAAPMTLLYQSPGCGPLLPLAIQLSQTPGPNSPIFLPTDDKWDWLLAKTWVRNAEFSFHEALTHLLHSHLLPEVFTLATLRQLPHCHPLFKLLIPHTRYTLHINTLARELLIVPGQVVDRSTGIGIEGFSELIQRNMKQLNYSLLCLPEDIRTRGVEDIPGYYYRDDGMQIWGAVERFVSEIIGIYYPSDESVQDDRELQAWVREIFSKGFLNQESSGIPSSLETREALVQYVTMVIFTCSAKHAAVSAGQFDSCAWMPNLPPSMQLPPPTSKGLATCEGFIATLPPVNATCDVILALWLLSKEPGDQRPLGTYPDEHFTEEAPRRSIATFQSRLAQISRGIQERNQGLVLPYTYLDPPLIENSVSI
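Read-out: hydroperoxide product oxidises ferrous iron, measured as xylenol orange complex via the 573-to-405 nm absorbance ratio after 30 min. Reaction: 50 nM enzyme, 15 min compound preincubation, 45 uM arachidonic acid, 90 min RT, Hepes pH 7.5 with Triton X-100.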
Numbers without * were called inactive; ? = inconclusive; / = not tested or not shown; [ ] = another dose, or the depositor's remark. Unless noted, the call rests on the fitted dose curve; in most records, active means well fitted curve in the direction sought with a large enough effect; inconclusive means small, poorly fitted or top-dose-only effect, or another doubt; inactive means no such curve, though single readings can be large; an effect the other way counts as inactive or inconclusive. Unless noted, on the % scale 0 is the no-effect control and ±100 the full control effect.

SMILES	ALOX12 inhib	PNC inhibitor	IMPase cell inh	ALOX15B inhib
O=C(Cn1cc2c(n1)CCCC2)N1CCCc2ccccc21	3%	-7	-8	-1%
COc1cc(C)c2c(=O)cc(-c3ccccc3)oc2c1	-6%	/	/	5%
COc1ccccc1CNC(=O)C(C)NS(=O)(=O)c1ccc(Br)cc1 (stereo not drawn)	-3%	11	-2	/
CCC(C)(C(=O)NC1CCCC1)N(Cc1ccco1)C(=O)c1ccc2c(c1)OCO2 (stereo not drawn)	-4%	60	10	-7%
CCc1ccc(C2N(c3ccc(OC)cc3)C(=O)C3CCCN32)cc1 (stereo not drawn)	6%	23	7	-1%
COc1ccc(-c2cc(C(=O)N3CCc4ccccc4C3)no2)cc1OC	-12%	43	0	10%
O=C(CCCSc1nc2ccccc2[nH]1)Nc1nnc(-c2ccccc2)o1	-9%	63	5	16%
N#Cc1c(NC(=O)CN2CCOCC2)oc(-c2ccccc2)c1-c1ccccc1	2%	-10	9	7%
COc1ccc(C(C)C)cc1S(=O)(=O)N1CCN(C)CC1	1%	54	-1	7%
CC(Sc1nnc(-c2cccnc2)n1-c1ccccc1)C(=O)NCc1ccc2c(c1)OCO2 (stereo not drawn)	3%	24	-3	6%
CN(C)CCC(=O)NCC1OCCc2ccccc21 (stereo not drawn)	1%	?	-4	-3%
Cc1cc(C)c(NC(=O)c2ccoc2C)c(C)c1	3%	8	3	-5%
CCOc1cccc(C(=O)N2CCCCC2c2cccnc2)c1 (stereo not drawn)	-4%	?	6[1.84 µM]	8%[11.4 µM]
Cc1oc2cc(O)ccc2c(=O)c1-c1cnn(-c2ccccc2)c1	-2%	7	2	6%
Cc1ccc2c(c1C)NC(C)CC2C (stereo not drawn)	3%	-10	0	-11%
CCOc1ccc(CC(=O)Nc2c(C(=O)Nc3ccccc3)oc3ccccc23)cc1OCC	-5%	-28	3	-10%
CC1(C)Cc2[nH]c(=S)c(C#N)cc2CO1	?	?	2	16µM*
Cc1ccc(S(=O)(=O)NC(=NC(C)C(=O)O)c2ccccc2)cc1 (stereo not drawn)	-5%	-6	8	-1%
CCOC(=O)C1CCN(C(=O)CN(c2ccc3c(c2)OCCO3)S(C)(=O)=O)CC1	-2%	41	5	3%
O=C1CC(c2nc3ccccc3[nH]2)CN1Cc1ccccc1 (stereo not drawn)	0%	10	1	2%
CCn1c(SCC(=O)c2ccc(O)c(O)c2)nnc1-c1ccc(C)cc1	?	-19	-16	-22%
N#Cc1c(/N=C/c2ccc(Br)s2)sc2c1CCC2	3%	-100*	-1	/
Clc1ccccc1C(c1nnnn1Cc1ccco1)N1CCN(Cc2ccco2)CC1 (stereo not drawn)	-4%	7	12	-3%
CCOc1ccc(NS(=O)(=O)c2ccc3[nH]cc(C(=O)NCCOC)c(=O)c3c2)cc1	1%	26	-3	1%
O=C(O/N=C1\CCCc2ccccc21)c1ccc(F)cc1	0%	2	4	2%

Later entries:
SMILES	ALOX12 inhib	PNC inhibitor	IMPase cell inh	ALOX15B inhib
O=C(CSc1nc2[nH]ncc2c(=O)n1-c1ccccc1Br)NCc1ccco1	-6%	?	-6	-13%
CCCn1c(Sc2nnnn2-c2ccccc2)n[nH]c1=O	1%	?	4	10%
COC(=O)C1C(=O)NCC1c1ccc(C)cc1 (stereo not drawn)	1%	-2	0	6%
CCC(=O)N1COC[C@@H]1Cc1ccccc1	1%	21	/	/
O=c1c(-c2ccc(F)cc2)coc2cc(O)ccc12	-11%	-2	1	15%
C/C(=N\NC(=O)Cc1ccc(Cl)cc1)c1ccccn1	-2%	-18	-2	47%[activator]
COc1ccc(NC(=O)Nc2ccc(N3CCCC3=O)cc2)cc1OC	-3%	38	-5	8%
Cc1c(C)c2ccc(OC3CCCCC3=O)cc2oc1=O (stereo not drawn)	-1%	-12	-5	-5%
CS(=O)(=O)Nc1ccc(C(=O)NCCSCc2ccco2)cc1	0%	?	-4[1.84 µM]	0%[11.4 µM]
FC(F)(F)Oc1ccc(NC(=S)NCc2ccccc2)cc1	-5%	-20	4	/
O=C1NCCCC2c3c(cc(Br)c(O)c3Br)OC12N1CCCCC1 (stereo not drawn)	-11%	6	9	-25%
O=C(O)c1c[nH]c2c(ccc3[nH]cc(C(=O)O)c(=O)c32)c1=O	-2%[11.4 µM]	/	/	2%[11.4 µM]
Cc1cccc(N2C(=O)CC(N(C(=O)c3ccco3)c3cccc(C)c3)C2=O)c1 (stereo not drawn)	-3%	1	-4	/
COc1ncc2nc(-c3ccccc3)c(=O)n(Cc3cccs3)c2n1	1%	/	/	-2%
O=C(c1ccncc1)N1CCC2(CC1)CN(c1ccccn1)C2	-1%	/	/	-2%
Fc1cccc(F)c1C(Nc1nncs1)Nc1nncs1	7%[11.4 µM]	/	/	-2%[11.4 µM]
CCN(CC)S(=O)(=O)c1ccc2[nH]c(=O)[nH]c2c1	-1%	-4	1	0%
Cc1noc(C)c1S(=O)(=O)N1CCCC(C(=O)Nc2ccc(Cl)cn2)C1 (stereo not drawn)	-7%	12	4	9%
COCCN(CCOC)c1nc(C)nc2c1nc(-c1ccccc1)n2CC1CCN(C)CC1	-2%	/	/	30%[activator]
NC1=C(O)C(=O)[C@H](c2c[nH]c3ccc(OCc4ccccc4)cc23)O1	5%[11.4 µM]	/	/	-2%[11.4 µM]
CCOC(=O)c1c(C)[nH]c(/C(C)=N/O)c1C	-6%	-2	2	-5%
COc1ccc(CSc2cccc3cccnc23)cc1[N+](=O)[O-]	-2%	3	/	/
O=[N+]([O-])c1ccc(Nc2nc(N/N=C\c3ccc4c(c3)OCO4)nc(N3CCCCC3)n2)cc1	-11%	24	4	/
O=[n+]1c2c(n([O-])c3cc(F)ccc31)CCCC2	-2%	?	13	-15%
CCOC1CC(C)(C)NC(=S)N1 (stereo not drawn)	-2%	18	/	/

Next part.
SMILES	ALOX12 inhib	PNC inhibitor	IMPase cell inh	ALOX15B inhib
Cn1c(=O)[nH]c(=O)c2[nH]c(N(Cc3ccccc3)Cc3ccccc3)nc21	-8%	4	?	-4%
O=C(Nc1cc([N+](=O)[O-])ccc1Cl)C(Sc1ccccc1)c1ccccc1 (stereo not drawn)	-1%	-27	/	/
NC(Cc1c[nH]c2ccccc12)C(=O)O (stereo not drawn)	0%	/	/	10%
COC(=O)c1c(C)cc(OC(=O)c2c(C)cc(O)c(C=O)c2O)c(C)c1O	-2%	/	/	-4%
CC(=O)NNc1ccc(C(F)(F)F)cc1[N+](=O)[O-]	-9%	193	13	/
CCOC(=O)c1c(C)n(C)c2ccc(OC)c(NS(=O)(=O)CC)c12	0%	-9	7	/
CCOc1ccccc1N1CC(C(=O)Nc2ccc(C(=O)O)cc2)CC1=O (stereo not drawn)	0%	?	2	15%[2.29 µM]
O=S(=O)(N1CCCCC1)n1c(Cc2ccccc2)nc2ccccc21	-3%	-29	3	10%
O=C(Nc1cccc(O)c1)c1cc(-c2ccco2)on1	3%	-26	-14[1.84 µM]	4%[11.4 µM]
Cc1ccc(OCCn2c(=O)cnc3ccccc32)cc1	-3%	-11	/	/
CC(Sc1nnc(-c2cccs2)n1-c1ccccc1)C(=O)NCc1ccc2c(c1)OCO2 (stereo not drawn)	-2%	37	3	-4%
CC1(C)CC(NC(=O)C(F)(F)F)CC(C)(C)N1OC(=O)c1ccco1	-3%	-4	2	0%
Cc1cc2cc(CNC(=O)Nc3cccc(Cl)c3)ccc2n1C	-8%	-26	-23	-6%
CC(=O)c1cccc(NC(=O)Oc2ccccc2)c1	3%	66	6	/
Cn1c(=O)cc(SCC(=O)N2CCN(Cc3ccc4c(c3)OCO4)CC2)c2ccccc21	-12%	-3	0	19%
CC(=O)c1cccc(NC(=O)C2CCCN(S(=O)(=O)c3ccc(F)cc3)C2)c1 (stereo not drawn)	-10%	13	-7	5%[2.29 µM]
Cc1ccc(C)c(NC(=O)CCC(=O)OC(C(=O)c2ccccc2)c2ccccc2)c1 (stereo not drawn)	-3%	-26	-6	4%
Cc1[nH]n(-c2ccccc2)c(=O)c1C=Nc1ccc2[nH]c(=O)[nH]c2c1	1%	28	/	/
COc1cccc(C(=O)Nc2nc(-c3ccccc3)c(-c3ccccc3)o2)c1	-1%	?	/	/
OCCN1CCN(CCC=C2c3ccccc3Sc3ccc(Cl)cc32)CC1	2%[25.6 µM]	/	5[20.6 µM]	25%[25.6 µM]
Cc1ccc2oc(-c3cccc(NC(=O)c4ccc(Br)o4)c3C)nc2c1	1%	?	1	2%
O=C1NC(O)=NC1(c1ccccc1)c1ccccc1	4%	/	-1	-6%
CCOC(=O)C1CCCN(C/C(O)=C(\C#N)c2nc(-c3ccc(Cl)cc3)cs2)C1 (stereo not drawn)	-6%	?	-3	-8%
CC(C)(C)n1nnnc1C(c1cccs1)N(Cc1cccnc1)CC1CCCO1 (stereo not drawn)	-4%	-9	8	19%
CC(C)c1ccc(/C=C2\CC/C(=C\C=N\N(C)C)C2=O)cc1	?	15	10	-15%

In a second layout: entries from further up.
SMILES | ALOX12 inhib | PNC inhibitor | IMPase cell inh | ALOX15B inhib
CC(Sc1nnc(-c2cccs2)n1-c1ccccc1)C(=O)NCc1ccc2c(c1)OCO2 (stereo not drawn) | -2% | 37 | 3 | -4%
CC1(C)CC(NC(=O)C(F)(F)F)CC(C)(C)N1OC(=O)c1ccco1 | -3% | -4 | 2 | 0%
Cc1cc2cc(CNC(=O)Nc3cccc(Cl)c3)ccc2n1C | -8% | -26 | -23 | -6%
CC(=O)c1cccc(NC(=O)Oc2ccccc2)c1 | 3% | 66 | 6 | /
Cn1c(=O)cc(SCC(=O)N2CCN(Cc3ccc4c(c3)OCO4)CC2)c2ccccc21 | -12% | -3 | 0 | 19%
CC(=O)c1cccc(NC(=O)C2CCCN(S(=O)(=O)c3ccc(F)cc3)C2)c1 (stereo not drawn) | -10% | 13 | -7 | 5%[2.29 µM]
Cc1ccc(C)c(NC(=O)CCC(=O)OC(C(=O)c2ccccc2)c2ccccc2)c1 (stereo not drawn) | -3% | -26 | -6 | 4%
Cc1[nH]n(-c2ccccc2)c(=O)c1C=Nc1ccc2[nH]c(=O)[nH]c2c1 | 1% | 28 | / | /
COc1cccc(C(=O)Nc2nc(-c3ccccc3)c(-c3ccccc3)o2)c1 | -1% | ? | / | /
OCCN1CCN(CCC=C2c3ccccc3Sc3ccc(Cl)cc32)CC1 | 2%[25.6 µM] | / | 5[20.6 µM] | 25%[25.6 µM]
Cc1ccc2oc(-c3cccc(NC(=O)c4ccc(Br)o4)c3C)nc2c1 | 1% | ? | 1 | 2%
O=C1NC(O)=NC1(c1ccccc1)c1ccccc1 | 4% | / | -1 | -6%
CCOC(=O)C1CCCN(C/C(O)=C(\C#N)c2nc(-c3ccc(Cl)cc3)cs2)C1 (stereo not drawn) | -6% | ? | -3 | -8%
CC(C)(C)n1nnnc1C(c1cccs1)N(Cc1cccnc1)CC1CCCO1 (stereo not drawn) | -4% | -9 | 8 | 19%
CC(C)c1ccc(/C=C2\CC/C(=C\C=N\N(C)C)C2=O)cc1 | ? | 15 | 10 | -15%

Later entries:
SMILES	ALOX12 inhib	PNC inhibitor	IMPase cell inh	ALOX15B inhib
Cc1ccc2c(c1)N(CCCC(=O)NCC1COc3ccccc3O1)C(=O)CO2 (stereo not drawn)	-5%	32	0	4%
CC(C)c1c(O)ccc2c1CCC1[C@@](C)(CO)CCC[C@@]21C (stereo partly drawn)	-6%	/	/	?
CCOC(=O)C1CCCN(Cc2cc(Br)ccc2OC)C1 (stereo not drawn)	-6%	39	13	3%
CC(=O)c1ccc(NS(=O)(=O)c2ccc(C)cc2)cc1	0%	?	-4	2%
CC1CCCN(CCSc2ccc(Cl)cc2)C1 (stereo not drawn)	-1%	22	/	/
CC1CCCCN1C(=O)c1ccc(C(=O)N2CCCCC2C)cc1 (stereo not drawn)	-1%	1	-1	3%
O=C1CCC(Cc2ccccc2)N1 (stereo not drawn)	2%	-15	-3	-1%
CCCc1cc(C(=O)NCC(C)C)no1	0%	?	3	6%
COc1ccc(OC)c(S(=O)(=O)N2CCN(C34CC5CC(CC(C5)C3)C4)CC2)c1	-2%	13	5	4%
COc1ccc(C(=O)C[n+]2ccc(-c3nnc4n3CCC4)cc2)cc1	0%	?	-1	/
